Assay outcomes: PubChem BioAssay, National Center for Advancing Translational Sciences (NCATS)
Lipid storage S3 – qHTS Assay for Lipid Storage Modulators in Drosophila S3 Cells; Drosophila S3 cells, BODIPY lipid droplet fluorescence, 18-24 h; cells fed with added oleic acid; Potency in µM for hits, for the others lipid storage change, negative = inhibition, % at the top dose, mostly 46.1 µM; 0.64% of 320,000 active; active = well fitted inhibition curve with a large enough effect in the signal ratio, with a control signal flat, not every such curve was filed as active; inconclusive = small, poorly fitted or top-dose-only effect, or effect the other way, or a change in a side signal; the % refers to the signal ratio
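Drosophila S3 cells loaded with oleic acid (400 uM, as added) and compounds at several concentrations; lipid droplets imaged by 488-nm laser-scanning cytometry, 500–530 nm intensity and object ratio to cell channel. Percent activity normalized to 20 uM Triacsin C.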
Lipid storage S3 cell count max – further read-out of Lipid storage S3, marked with its call; cell number change, %; measured here: cell count max response;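 cells counted by Cell Tracker Red CMTPX staining in the red channel; peak over a dose series mostly up to 46.1 µM; percent activity relative to internal control wells on each plate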
Numbers without * were called inactive; i = inactive; ? = inconclusive; / = no result given; [ ] = dose if it differs, or a comment. % is scaled to controls: 0 for no effect and ±100 for the full control effect; potency is read from the fitted curve at half-maximal effect. This is a subset. The share of hits here may be higher or lower than overall.

SMILES | Lipid storage S3 | Lipid storage S3 cell count max
Cc1ccc(N=C2C(=O)Nc3ccccc32)c(C)c1 | 10.3% | 3.2
COc1ccc(CCN2C(=O)c3ccccc3C2(O)c2ncc[nH]2)cc1OC (stereo not given) | 1.1% | 9.8
Cc1ccc(NC(=O)CN(C)S(=O)(=O)c2ccc3c(c2)n(C)c(=O)c(=O)n3C)cc1 | i | -7.1
CCOC(=O)COc1nc(-c2ccc(Cl)cc2)cc(-c2ccco2)c1C#N | 3.3% | 2.7
CCc1noc(C)c1C(=O)Nc1ccc(Cl)c(S(=O)(=O)N2CCCCC2)c1 | ? | /
O=C(CSc1nnc(-c2cccs2)n1C1CC1)NCC1CCCO1 (stereo not given) | i | 1.8
CCOc1ccc(NC(=O)CN(C)C(=O)Cn2cnc3c2c(=O)n(C)c(=O)n3C)cc1OCC | ? | /
Cc1ccc(NC(=O)COC(=O)c2ccc([N+](=O)[O-])o2)cc1S(=O)(=O)N1CCCCCC1 | ? | /
CCn1c(CNS(=O)(=O)c2ccc(Br)cc2)nnc1SC | i[0.369 µM] | -18.2
O=C(NC1CCCCC1)C(c1ccc2ncccc2c1)N(Cc1ccc(F)cc1)C(=O)c1cccs1 (stereo not given) | ? | /
CCCCN(CC)CCCNC(=O)CC1Oc2ccccc2NC1=O (stereo not given) | ? | /
NC(=O)c1noc(C(=O)N(CC(=O)NC2CCCC2)Cc2ccc3c(c2)OCO3)c1N | 6.5% | 2.8
CCC(=O)Nc1nc(C)c(-c2csc(Nc3cccc(C(=O)O)c3)n2)s1 | -13.5% | 10.2
COc1cc(/C=C(\C#N)c2nc3ccccc3[nH]2)c([N+](=O)[O-])cc1OCc1ccccc1 | ? | /
CC(=O)c1ccc(NC(=O)c2cccc(S(=O)(=O)N3CCN(C)CC3)c2)cc1 | i | 4.0
O=C1COc2ccc(C(=O)CSc3nnc(Cc4cccs4)n3-c3ccc(Cl)cc3)cc2N1 | -0.4% | -6.1
COc1ccccc1N1CCN(C(=O)C2CCCCN2S(=O)(=O)c2ccc(C)cc2)CC1 (stereo not given) | i | /
NC(=O)C(=O)N/N=C/c1c(F)c(F)c(F)c(F)c1F | ? | /
Cc1cc(C)n(CC(=O)NNC(=O)c2cccc(C(F)(F)F)c2)n1 | 21.6% | 10.7
O=C(NCCc1ccccc1)C1(c2ccccc2)CCCC1 | ? | /
COc1cccc(CNC(=O)CCS(=O)(=O)c2cccc3nonc23)c1 | 10.3% | 0.7
Cc1ccc2nc(SCC(=O)c3c(N)n(C)c(=O)n(C)c3=O)[nH]c2c1 | ? | /
O=C(NCc1ccccc1)C1CCC1 | ? | /
COc1ccc(NS(=O)(=O)c2cccc(C(=O)NCC(c3ccccc3OC)N3CCCC3)c2)cc1 (stereo not given) | i[0.0737 µM] | 24.2
O=C(c1ccccc1)c1ccc2nc(-c3ccc(NC(=O)c4ccccc4F)cc3)[nH]c2c1 | ? | /
(listing goes on)
SMILES | Lipid storage S3 | Lipid storage S3 cell count max
CN(C)C(=O)CN(c1ccc(F)c(Cl)c1)S(C)(=O)=O | ? | /
O=C(c1ccc(S(=O)(=O)N2CCCCC2)cc1)N1CCN(c2ccccc2)CC1 | 2.4% | 9.8
Fc1ccc(-c2n[nH]c(=S)n2CC2CCCO2)cc1 (stereo not given) | ? | /
COc1ccc(/C=N/Nc2nc3ccccc3c(=O)[nH]2)cc1 | 3.2% | -3.9
CC1CCc2sc(C(=O)NNC(=S)NCC3CCCO3)cc2C1 (stereo not given) | 7.7% | 20.0
CCOc1ccc(-c2nc(CSCC(=O)NC3CCCc4ccccc43)c(C)o2)cc1 (stereo not given) | ? | /
COc1ccc(S(=O)(=O)NC2CC2)cc1Cl | ? | /
COc1ccc(CNC(=O)CCNS(=O)(=O)c2ccc(NC(C)=O)cc2)cc1OC | ? | /
C=CCOCCN(CC)CC | 4.0% | 1.1
CCOC(=O)c1c(NC(=O)C2C3C=CC(CC3)C2C(=O)O)sc(C)c1CC (stereo not given) | ? | /
COc1ccc(-c2n[nH]c(=S)n2-c2cc(OC)ccc2OC)cc1 | 13.7% | 24.0
CC(C)C(=O)Nc1ccc(C(=O)NNC(=S)NC(=O)c2ccccc2[N+](=O)[O-])cc1 | 15.1% | 12.3
O=C(N/N=C/c1ccccn1)c1cc(-c2ccc(Cl)s2)[nH]n1 | ? | /
O=[N+]([O-])c1ccc(C[n+]2ccc(Cc3ccccc3)cc2)cc1 | 1.6% | 6.8
C/C(=C\c1ccccc1)CN1CCC(C(=O)N2CCCC(C)C2)CC1 (stereo not given) | ? | /
COc1ccc(N(C(=O)c2ccncc2)S(=O)(=O)c2ccc3c4c(cccc24)C(=O)N3C)cc1 | 5.6% | 26.6
Cc1cccc(NS(=O)(=O)c2nnc(NC(=O)c3ccc(C)c(C)c3)s2)c1 | ? | /
CCOc1cc(/C=N/NC(=O)c2ccc(-c3csc(Nc4ccc(C)cc4)n3)cc2)ccc1OCC(=O)O | ? | /
Cc1ccc(C)c(N2CCN(C(=O)CCn3c(=S)[nH]c4cc5c(cc4c3=O)OCO5)CC2)c1 | ? | /
O=C(NC1CCCc2c1cnn2-c1ccc(F)cc1F)c1csnn1 (stereo not given) | ? | /
O=C(c1ccco1)N1CCN(C(=S)Nc2ccc(Br)cc2Cl)CC1 | ? | /
Cc1ccc(CN=C(Nc2ccccc2)NC2CCCCC2)cc1 | 1.7% | -10.0
Cc1cc(C)n(C(C)CNS(=O)(=O)c2ccc(C)c(C)c2)n1 (stereo not given) | ? | /
N#Cc1cccc(C(=O)OCC(=O)c2ccc3c(c2)NC(=O)CO3)c1 | 3.6% | 20.4
CC(C)C(=O)Nc1ccc2oc(=O)ccc2c1 | 29.7% | 18.3

Of the compounds above, three contain a COOH group:
SMILES | Lipid storage S3 | Lipid storage S3 cell count max
CCC(=O)Nc1nc(C)c(-c2csc(Nc3cccc(C(=O)O)c3)n2)s1 | -13.5% | 10.2
CCOC(=O)c1c(NC(=O)C2C3C=CC(CC3)C2C(=O)O)sc(C)c1CC (stereo not given) | ? | /
CCOc1cc(/C=N/NC(=O)c2ccc(-c3csc(Nc4ccc(C)cc4)n3)cc2)ccc1OCC(=O)O | ? | /

(continued)
SMILES | Lipid storage S3 | Lipid storage S3 cell count max
O=C1CC(N2CCOCC2)C(=O)N1c1ccc2c(c1)OCO2 (stereo not given) | ? | /
O=C(CCc1ccccc1O)N/N=C/c1ccc(Sc2cccc3cccnc23)o1 | i | 4.6
O=C(O)Cc1nc(-c2cccnc2)sc1-c1ccc(Br)cc1 | ? | /
O=C(COC(=O)Cc1c[nH]c2ccccc12)Nc1cccc2ccccc12 | -4.5% | 0.0
CC(=O)Nc1sc(N/N=C\c2ccccc2F)nc1-c1cccs1 | 2.3% | -7.1
c1csc(-c2cn3ccc4ccccc4c3n2)c1 | ? | /
COc1cccc(CC(=O)Nc2cc(S(=O)(=O)N3CCOCC3)ccc2N2CCN(C)CC2)c1 | ? | /
CCn1c(CNC(=O)COc2ccc(C(C)C)cc2)nnc1SCC(=O)Nc1ccc(F)cc1 | ? | /
Cc1cccc(NC(=O)COc2coc(CN3CCN(c4ccccc4)CC3)cc2=O)c1 | ? | /
CCOc1ccc2ccccc2c1/C=N/NC(=O)c1ccncc1 | i | 6.9
COCCn1c(N2CCCC2)nc2c1c(=O)[nH]c(=O)n2C | ? | /
COc1ccccc1N1CCN(C2CCN(C(=O)COc3cccc(C)c3)CC2)CC1 | ? | /
COc1ccccc1NC(=O)c1nnn(Cc2ccccc2)c1NC(C)=O | -0.1% | -1.1
Cc1ccc(SCCC(=O)N2CCOCC2)cc1 | ? | /
CC(C(=O)NCC(=O)Nc1ccc(F)c(F)c1F)N1CCN(c2ccc(O)cc2)CC1 (stereo not given) | ? | /
Cc1ccccc1NC(=O)CSc1nc2cc3c(cc2cc1C)CCC3 | ? | /
CCOc1ccc(OCC)c(S(=O)(=O)N2CCOCC2)c1 | 0.4% | 3.1
COc1cc(C(=O)N2CCCCC2)ccc1OCC(=O)Nc1ccc(F)cc1 | ? | /
N#CC1=C2Sc3ccccc3N2CCCC1=O | ? | /
CCOC(=O)CC(=O)CSc1ncnc2c1cnn2-c1ccccc1 | ? | /
CC(C)(C)C(=O)N1CCN(c2ccc([N+](=O)[O-])c(NCC3CCCO3)c2)CC1 (stereo not given) | ? | /
C=CCn1c(C(O)c2ccccc2)nc2ccccc21 (stereo not given) | ? | /
O=C(NCc1ccncc1)C(=O)NCC(c1ccco1)N1CCN(c2ccc(F)cc2)CC1 (stereo not given) | ? | /
CC(=O)c1cccc(NC(=S)NNC(=O)c2ccco2)c1 | ? | /
COc1cc(/C=N/NC(=O)c2ccncc2)ccc1OC(=O)c1ccco1 | ? | /

Some of the entries so far, with tabs:
canonical_smiles	Lipid storage S3	Lipid storage S3 cell count max
Cc1ccc(CN=C(Nc2ccccc2)NC2CCCCC2)cc1	1.7%	-10.0
Cc1cc(C)n(C(C)CNS(=O)(=O)c2ccc(C)c(C)c2)n1 (stereo not given)	?	/
N#Cc1cccc(C(=O)OCC(=O)c2ccc3c(c2)NC(=O)CO3)c1	3.6%	20.4

Further compounds:
SMILES | Lipid storage S3 | Lipid storage S3 cell count max
Cc1ccc(C(=O)NCC(=O)NCC(=O)OCC(=O)c2ccc(Br)cc2)cc1 | ? | /
CC(=O)N1CCN(c2ccc(Oc3ncnc4sccc34)cc2)CC1 | ? | /
O=C(/C=C/c1ccccc1[N+](=O)[O-])NCCc1ccc(F)cc1 | ? | /
CCn1cc(/C=C(\NC(=O)c2ccccc2F)C(=O)NCCCn2ccnc2)c2ccccc21 | ? | /
CCC1CCCCN1CCCNC(=O)CSc1nc2nc(C)c(Cc3ccc(C)cc3)c(C)n2n1 (stereo not given) | i | 3.6
O=C(O)CC(CC(=O)Nc1ccc(F)c(Cl)c1)c1ccc(Cl)cc1Cl (stereo not given) | -1.7% | 15.9
Cc1ccc(-c2cc(C(F)(F)F)n3nc(C(=O)N4CCN5CCCC5C4)cc3n2)cc1 (stereo not given) | i | 11.2
CSc1ccccc1C(=O)N1CCC(n2nccc2NC(=O)C(C)(C)C)CC1 | ? | /
CC(C)c1cc(C(=O)N/N=C/c2cccnc2)n[nH]1 | i | -5.4
COc1cc2cc(NC(C)=O)cc(NCc3ccccc3)c2cc1OC | 3.6% | -3.5
CCC1=C(OC(=O)N(CC)CC)N2C(=O)OC(=NCC(=O)OC)[C@]2(C)[C@H]2C1=CC[C@H]1C(=O)N(C)C(=O)[C@H]12 | -0.7% | 15.9
Cc1ccn2c(CN3CCOCC3)c(-c3ccccc3)nc2c1 | i | /
COCCNC(=O)CCc1c(C)nc2c(-c3ccc(F)cc3)c(C)nn2c1C | ? | /
O=C1c2ccccc2C(Nc2ccc(F)c(Cl)c2)N1Cc1ccco1 (stereo not given) | ? | /
N#Cc1ccccc1OCC(=O)Nc1ccc2c(c1)OCCCO2 | i | 0.8
COc1ccc(CCN(Cc2ccccn2)C(=S)Nc2ccccc2C)cc1OC | ? | /
O=C(c1ccco1)N1CCCN(Cc2nc(-c3ccc4c(c3)OCO4)no2)CC1 | 8.4% | 12.2
CCOc1ccc(N(CC(=O)NCCc2ccc(Cl)cc2)S(=O)(=O)c2c(C)[nH]c(=O)[nH]c2=O)cc1 | 4.4% | /
O=C(CN(C(=O)CSc1nnc(COc2ccccc2)o1)c1ccc(F)cc1)NC1CCCC1 | -24.4% | -3.6
Cc1ccc2oc(=O)cc(CN3CCOCC3)c2c1 | ? | /
CC(=O)c1cccc(NC(=O)C2C3C=CC(C3)C2C(=O)O)c1 (stereo not given) | ? | /
CCN(CC)CCCNC(=S)N1CCC(c2nc3ccccc3[nH]2)CC1 | ? | /
CCN1C(=O)C(CC(=O)Nc2ccc(OC)cc2)N(CCc2ccc(F)cc2)C1=S (stereo not given) | -2.6% | 9.1
CN1CCN(c2ccccc2NC(=O)c2sc3ccccc3c2Cl)CC1 | ? | /
COc1ccc(S(=O)(=O)Nc2cccc(-c3ccc4nncn4n3)c2)c(OC)c1 | ? | /

4 structures out of the list, sorted by length of the SMILES, largest number first.
SMILES | Lipid storage S3 | Lipid storage S3 cell count max
CCn1cc(/C=C(\NC(=O)c2ccccc2F)C(=O)NCCCn2ccnc2)c2ccccc21 | ? | /
O=C(O)CC(CC(=O)Nc1ccc(F)c(Cl)c1)c1ccc(Cl)cc1Cl (stereo not given) | -1.7% | 15.9
N#Cc1ccccc1OCC(=O)Nc1ccc2c(c1)OCCCO2 | i | 0.8
Cc1ccc2oc(=O)cc(CN3CCOCC3)c2c1 | ? | /

Continued:
SMILES | Lipid storage S3 | Lipid storage S3 cell count max
CSc1nsc(/C=C/Nc2ccc(O)cc2C)c1C#N | i | /
Cc1ccc(NC(=O)Nc2nnc(-c3ccncc3)s2)cc1C | 8.6% | 4.6
O=C1C2ON(c3ccccc3)C(c3ccncc3)C2C(=O)N1c1ccc(N2CCOCC2)cc1 (stereo not given) | ? | /
Cc1cccc(NC(=O)CNC(=O)COC(=O)CCS(=O)(=O)c2ccccc2)c1C | i | -23.4
C(=C1/CCCC2=C1Nc1ncnn1C2c1ccccc1)/c1ccccc1 (stereo not given) | ? | /
COC(=O)c1ccc(CSc2nnc(CNC(=O)c3ccccc3F)o2)o1 | ? | /
O=C(Nc1ccc(OCC(=O)N2CCC(Cc3ccccc3)CC2)cc1)c1ccco1 | ? | /
CCN(CC(=O)NCc1cccs1)c1nnnn1-c1ccccc1 | ? | /
COc1ccc(S(=O)(=O)NCC2CCCN(C(=O)c3cccnc3C)C2)cc1 (stereo not given) | 7.2% | 1.7
Cc1ccc(S(=O)(=O)N2CC(C)C(=O)CC2C)cc1 (stereo not given) | ? | /
COc1ccc(N=C2SC(CC(=O)Nc3ccccc3OC)C(=O)N2Cc2ccco2)cc1 (stereo not given) | ? | /
CCOc1cccc(CN2CCCC(CNC(=O)c3cccc(OC)c3OC)C2)c1 (stereo not given) | i | 21.3
